# MEP2-GFP yeast: modulators of MEP2-GFP levels in yeast, primary screen, S. cerevisiae, multiplex flow cytometry, MLPCN library. S. cerevisiae MEP2-GFP strain, 3 h; 100% = DMSO control level. GFP response vs DMSO, % at 10 µM. 330,000 compounds, 0.51% hits. AID 2016, 2009;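 active = GFP response versus DMSO above a set limit, roughly screen mean plus 3 SD, cut at about 180% in these data; inconclusive = fewer than 70 cells counted for a yeast strain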;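 note: median GFP fluorescence of the barcode-gated MEP2-GFP cells per well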
# AHR activator: AHR activators, primary screen, cell-based, luminescence, luciferase reporter, human. AHR-responsive luciferase reporter cells. activation, % at 5 µM. 320,000 compounds, 2.5% hits; in the data active = activation above about 47%;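 note: 0% = vehicle wells and 100% = reference agonist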
# procasp3 activ: activators of human procaspase-3 D3A mutant, primary screen, biochemical, absorbance, PC-3 D3A mutant, single concentration; recombinant procaspase-3 D3A, Ac-DEVD-pNA absorbance 405 nm; Caspase-3 (Homo sapiens), P42574; 330,000 compounds, 0.11% hits; activation, % at 8.5 µM;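 active = activation above the mean of all tested compounds plus 3 SD, cut at about 21% in these data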;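 note: 0% = DMSO alone and 100% = DMSO wells spiked with extra 5 µM PC-3 D3A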
# Target sequence (P42574 whole entry D9A/D28A/D175A): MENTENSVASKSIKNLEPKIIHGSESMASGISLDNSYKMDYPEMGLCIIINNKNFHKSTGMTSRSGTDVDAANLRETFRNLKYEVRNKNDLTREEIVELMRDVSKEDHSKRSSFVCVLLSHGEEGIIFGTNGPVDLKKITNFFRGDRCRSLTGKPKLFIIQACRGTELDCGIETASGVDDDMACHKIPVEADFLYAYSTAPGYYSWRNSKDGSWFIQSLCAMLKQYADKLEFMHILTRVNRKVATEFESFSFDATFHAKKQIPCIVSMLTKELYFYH
#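 Compound: 8.5 µM single point, 0.8% DMSO / Material: Autoprocessing-dead procaspase-3 D3A mutant enzyme / Timing: 1 h preincubation plus 2 h reaction at 25 °C / Medium: Zinc-free HEPES/NaCl buffer with 0.01% Triton X-100 at pH 7.4 / Technique: 405 nm absorbance of p-nitroaniline, reads at 0 and 120 min / Repeats: one well per compound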
# RPL19A-GFP yeast: RPL19A-GFP expression modulators in yeast, primary screen, cell-based, S. cerevisiae, multiplex flow cytometry, MLPCN. S. cerevisiae RPL19A-GFP strain, 3 h; active compounds read low. percent response vs DMSO, % at 10 µM. 330,000 compounds, 0.3% hits;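 active = percent response vs DMSO below 50%; inconclusive = fewer than 70 events counted for the yeast strain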;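 note: median channel GFP fluorescence of the barcoded RPL19A-GFP strain; ratio of sample median GFP to plate DMSO average so 100% = DMSO; lower means less RPL19A-GFP as with rapamycin TOR inhibition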
# CIT2 TOR yeast: modulators of CIT2-GFP expression in yeast, primary screen, S. cerevisiae, GFP fusion, multiplex flow cytometry, MLPCN library. GFP response vs DMSO, % at 10 µM. AID 2029, 2009. S. cerevisiae CIT2-GFP strain, 3 h; 100 means same as DMSO wells. 320,000 compounds, 0.065% hits;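 active = GFP response relative to DMSO above a set limit, near the screen mean plus 3 SD, cut at about 150% in these data; inconclusive = Fewer than 70 cells measured for a yeast strain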;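 note: ratio of well median GFP fluorescence to mean of DMSO wells on the plate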
# AGP1-GFP MLPCN: modulators of AGP1-GFP expression in yeast TOR pathway, primary screen, cell-based, multiplex flow cytometry, S. cerevisiae, MLPCN library; 3 h; GFP as percent of DMSO wells; GFP response vs DMSO, % at 10 µM; 320,000 compounds, 0.02% hits;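 active = GFP response relative to DMSO above a set limit, near screen average plus 3 SD, cut at about 150% in these data; inconclusive = fewer than 70 cells counted for the yeast strain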;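 note: median GFP channel fluorescence of the gated AGP1 strain per well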
# LAP4-GFP MLPCN: modulators of LAP4-GFP expression in yeast, primary screen, S. cerevisiae, multiplex flow cytometry, MLPCN library; 320,000 compounds, 0.34% hits; GFP response vs DMSO, % at 10 µM; 3 h; median GFP as percent of DMSO wells;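 active = GFP response vs DMSO above a set limit, about the screen mean plus 3 SD, cut at about 150% in these data; inconclusive = under 70 cell events counted for the yeast strain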
# proCasp7 act: procaspase-7 activators, primary screen, counter-screen for procaspase-3 activator project, biochemical, absorbance, HTS, human | Caspase-7 (Homo sapiens), P55210 | recombinant procaspase-7, Ac-DEVD-pNA absorbance 405 nm; D23A/D198A/D206A triple mutant, cannot self-cleave; scale: DMSO 0, 5 µM enzyme 100 | activation, % at 8.5 µM | 330,000 compounds, 0.093% hits | AID 463210, 2010;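 active = percent activation above the screen-wide mean plus 3 SD, cut at about 25% in these data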
# Target sequence (P55210 whole entry D23A/D198A/D206A): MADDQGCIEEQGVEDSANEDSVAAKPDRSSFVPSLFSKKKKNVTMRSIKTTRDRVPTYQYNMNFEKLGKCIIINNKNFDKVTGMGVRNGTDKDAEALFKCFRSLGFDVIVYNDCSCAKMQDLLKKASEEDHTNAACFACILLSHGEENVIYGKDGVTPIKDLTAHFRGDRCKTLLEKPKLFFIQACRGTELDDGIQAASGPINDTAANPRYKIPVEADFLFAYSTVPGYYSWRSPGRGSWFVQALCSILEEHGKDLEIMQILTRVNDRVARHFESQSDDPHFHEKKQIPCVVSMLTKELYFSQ
#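 Assay system – Uncleavable procaspase-7 mutant enzyme · Quantity – 2 µM procaspase-7 mutant as dispensed · Times – 1 h preincubation, 2 h reaction · Dosing – single nominal 8.5 µM compound dose, 0.8% DMSO final · Buffer or medium – Zinc-free 50 mM HEPES buffer, pH 7.4, with NaCl and Triton X-100 · Detection – Epi-absorbance of released pNA at 405 nm, two timepoints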
# The depositor's hits bear a star; ? = inconclusive; . = no result given; [ ] = remark or other dose.
SMILES,MEP2-GFP yeast,AHR activator,procasp3 activ,RPL19A-GFP yeast,CIT2 TOR yeast,AGP1-GFP MLPCN,LAP4-GFP MLPCN,proCasp7 act
Cc1ccc(NC(=S)N(Cc2ccccc2)Cc2cccs2)c(C)c1,104,1,-6,103,103,109,116,5
CS(=O)(=O)N1CCN(c2ccc(C(=O)NC3C4CC5CC(C4)CC3C5)cc2[N+](=O)[O-])CC1 (configuration not stated),101,10,6,94,87,98,98,9
CCOC(=O)CSc1cc(CSc2ccccc2)nc(-c2ccccc2)n1,95,1,1,94,101,100,110,1
COc1ccc(N2CCC(CNC(=S)Nc3c(C)cccc3C)C2)cc1 (configuration not stated),92,0,2,95,90,104,111,-8
O=C(NCCN1CCOCC1)C(=O)c1c[nH]c2ccccc12,103,1,1,106,102,103,92,30*
O=C(NC1CCCCC1)N1CCC(c2nc(-c3ccc(S(=O)(=O)N4CCCC4)cc3)no2)CC1,107,1,10,98,102,106,101,14
Cc1ccc2oc(=O)n(CCC(=O)Nc3ccc(N4CCOCC4)cc3)c2c1,99[may fluoresce green],16,-5,103[may fluoresce green],121[may fluoresce green],108[may fluoresce green],101[may fluoresce green],-6
Cc1ccnc(N=Cc2c(O)ccc3oc4c(c23)CCCC4)c1,94,2,3,104,102,98,96,1
Cc1ccc(C(C(=O)NCc2ccco2)N(C(=O)CNC(=O)c2cccs2)c2ccc(C)cc2C)cc1 (configuration not stated),107,1,5,106,.,108,101,2
O=C(NCc1ccc(F)cc1)C1CCCN(S(=O)(=O)c2cccnc2)C1 (configuration not stated),103,2,-3,107,110,114,103,-1
COc1ccc(CN(C(=O)c2ccco2)c2ccccc2)cc1,107,2,3,94,111,101,96,0
Cc1ccc(N2C(=O)CC(N(CCc3ccccc3)C(=S)Nc3ccc(N(C)C)cc3)C2=O)cc1 (configuration not stated),95,2,1,94,89,94,98,3
CCN(CC(=O)N1CCc2ccccc2C1)S(=O)(=O)c1ccc2ccccc2c1,93,8,2,95,90,92,101,9
O=C(c1ccc(O)cc1)c1ccc(C(=O)O)c(C(=O)O)c1,100,0,0,102,90,101,90,-4
O=C1c2ccccc2C(=O)c2c([N+](=O)[O-])ccc(O)c21,135,1,-16,92,101,83,154*,8
Cc1cc(NS(=O)(=O)c2ccc(NC(=O)Cc3cccs3)cc2)no1,104,1,3,103,94,109,104,1
CC1(C)Cc2[nH]c(=S)c(C#N)cc2CO1,98,32,-22,91,94,92,92,-20
Cc1cc(C)c(C)c(S(=O)(=O)NCc2ccc(C(=O)N3CCN(C)CC3)cc2)c1C,97,-2,6,97,100,95,96,2
O=c1[nH]c(Sc2ccc([N+](=O)[O-])cc2[N+](=O)[O-])nc2ccccc12,98,88*,-1,101,101,98,98,1
C=CCn1c(SCC(=O)Nc2sccc2C(N)=O)nc2sc(CC)cc2c1=O,106,12,3,97,110,105,100,5
CCN(CC)c1ccc(CN(C(=O)c2ccco2)C2CCS(=O)(=O)C2)cc1 (configuration not stated),96,0,7,96,103,99,95,4
COc1ccc(Cc2nc3ccccc3c(=O)n2N)cc1OC,103,1,0,105,95,107,101,0
CN(C(=O)c1cccnc1)c1nnc(-c2cnccn2)s1,95,3,-1,99,111,103,97,7
O=C(CSc1nnc2ccc(-c3ccc(F)cc3)nn12)N1CCOCC1,95,0,5,97,98,105,116,-6
COc1ccccc1/C=N/NC(=O)C(=O)N1CCN(c2ccccc2OC)CC1,104,5,6,101,101,101,92,-1
COc1ccc(C(=O)NCC2CCCCC2)cc1S(=O)(=O)N1CCCC1,96,0,0,97,106,100,96,-9
O=S(=O)(Nc1ccc(N2CCOCC2)cc1)c1ccc2ccccc2c1,102,-1,3,98,81,86,91,3
CC#CCN1c2ccccc2[C@]23C[C@@H](C(=O)OC)N(C(=O)NCCBr)C2=NC(C(=O)OC)=C(C(=O)OC)[C@H]13,95,-2,-5,101,121,94,138,5
COc1ccc(C(=O)Oc2cccc(Nc3ncnc4ccccc34)c2)cc1OC,110,-2,-9,99,102,101,100,-2
CCCCOc1ccc(NC(=O)[C@@H]2CCCN2C(=O)C2CCN(S(=O)(=O)c3ccc(C)cc3)CC2)cc1,98,-5,0,97,93,95,100,-1
Cc1ccc(NC(=O)COC(=O)CN2C(=O)C3CCCCC3C2=O)cc1S(=O)(=O)N1CCOCC1 (configuration not stated),85,4,-3,98,106,99,97,-4
FCCCOc1ccc(-c2nccc(-c3ccc(Br)cc3)n2)cc1,108,15,-3,106,105,109,104,12
CCN1CCN(S(=O)(=O)c2ccc(Cl)c(C(=O)NC3CCCC3)c2)CC1,96,0,-6,88,84,97,95,5
COCCCNC(=O)C12CCC(C)(C(=O)C1)C2(C)C (configuration not stated),99,2,11,99,105,106,102,-7
COc1c(OC(C)=O)ccc(/C=C/c2ccc3cccc(OCc4ccccc4)c3n2)c1[N+](=O)[O-],123,10,2,108,94,111,117,-8
CCCCN1C(=S)NC[C@@H]1Cc1ccc(O)cc1,97,1,7,98,96,99,94,-5
Cc1cc(Br)ccc1NC(=S)NCCc1ccccc1,100,.,.,111,90,85,76,.
Cc1nc(SCC(=O)Nc2c(C)nn(C)c2C)c2cnn(-c3ccccc3)c2n1,100,2,1,97,87,99,.,1
Cn1cc(/C=C/C(=O)N2CCCC(C(=O)c3cccc(C(F)(F)F)c3)C2)cn1 (configuration not stated),99,-3,-4,105,95,101,100,11
O=C(CSc1nc2ccccc2o1)N1c2ccccc2Sc2ccc(C(F)(F)F)cc21,108,2,6,102,104,105,101,6
CCOc1ccc(CSC2=NCCN2)cc1Cl,98,3,7,100,97,101,99,-4
O=C(CSc1nc(-c2ccccc2)cs1)NCCN1C(=O)CSC1=O,99,1,9,91,91,97,97,4
COc1ccc(N(C(=O)C2COc3ccccc3O2)C(C(=O)NC2CCCCC2)c2ccccc2)cc1OC (configuration not stated),105,5,11,104,101,108,101,-6
Cc1nc(-c2ccc(Cl)cc2)sc1C(=O)NNC(=O)C(C)C,89,15,-4,95,85,100,97,1
O=C(NNC(=O)C1CCN(Cc2cccc(F)c2)CC1)c1cccs1,90,1,-6,97,98,95,94,-7
COc1cccc(N(CC(=O)N2CCCCCC2)S(C)(=O)=O)c1,100,-4,-2,102,95,96,83,6
COc1ccc(NC(=O)CN(C)C(=O)c2ccc(NS(=O)(=O)c3ccc4[nH]c(=O)[nH]c4c3)cc2)cc1,109,-2,14,109,104,116,114,0
CCN(C(=O)CSc1nnc(-c2ccco2)n1C)c1c(N)n(Cc2ccccc2)c(=O)[nH]c1=O,100,0,3,93,96,99,96,6
CC(=O)OC(C)(C)C1Cc2cc3ccc(=O)oc3cc2O1 (configuration not stated),109,0,-1,104,99,96,110,-10
Cc1ccsc1C(=O)NCC(=O)OCc1ccccc1,85[may fluoresce red],1,2,?,89[may fluoresce red],84[may fluoresce red],85[may fluoresce red],10
C=CCOc1cccc(C(=O)N2CCCC(Nc3ccc4c(c3)OCCO4)C2)c1 (configuration not stated),100,8,-2,94,97,95,93,9
CC(C(=O)c1c[nH]c(C(=O)N=CN(C)C)c1)c1ncc(C(F)(F)F)cc1Cl (configuration not stated),94,-1,-3,85,.,86,84,-3
O=c1c2c(nc3nc(NCc4cccc5ccccc45)[nH]n13)CCC2,93,2,-7,97,.,95,90,-6
COc1ccc(C(=O)Nc2c(-c3ccccc3)nc3ccccn23)c(OC)c1,90,10,-10,100,97,96,92,-1
CCOC(=O)C1=C(C)NC(=O)NC1c1ccc(OC(C)C(=O)O)c(OC)c1 (configuration not stated),105,0,8,101,106,105,98,3
COC(=O)c1c(C(=O)OC)c(-c2cccc(F)c2)n2c1CS(=O)C2 (configuration not stated),105,3,9,99,107,79,93,14
Cc1cc2nc(CO)[nH]c2cc1C,106,5,3,103,104,101,94,6
CCCNS(=O)(=O)c1ccc(OCC(=O)NCC2CCCO2)cc1 (configuration not stated),103,-2,-2,102,108,101,100,4
Cc1cccc(Nc2ccc(C(=O)N3CCOCC3)cn2)c1,101,0,2,99,96,100,98,-3

# A second format for some results above.
SMILES	MEP2-GFP yeast	AHR activator	procasp3 activ	RPL19A-GFP yeast	CIT2 TOR yeast	AGP1-GFP MLPCN	LAP4-GFP MLPCN	proCasp7 act
O=C(NNC(=O)C1CCN(Cc2cccc(F)c2)CC1)c1cccs1	90	1	-6	97	98	95	94	-7
COc1cccc(N(CC(=O)N2CCCCCC2)S(C)(=O)=O)c1	100	-4	-2	102	95	96	83	6
COc1ccc(NC(=O)CN(C)C(=O)c2ccc(NS(=O)(=O)c3ccc4[nH]c(=O)[nH]c4c3)cc2)cc1	109	-2	14	109	104	116	114	0
CCN(C(=O)CSc1nnc(-c2ccco2)n1C)c1c(N)n(Cc2ccccc2)c(=O)[nH]c1=O	100	0	3	93	96	99	96	6
CC(=O)OC(C)(C)C1Cc2cc3ccc(=O)oc3cc2O1 (configuration not stated)	109	0	-1	104	99	96	110	-10
Cc1ccsc1C(=O)NCC(=O)OCc1ccccc1	85[may fluoresce red]	1	2	?	89[may fluoresce red]	84[may fluoresce red]	85[may fluoresce red]	10
C=CCOc1cccc(C(=O)N2CCCC(Nc3ccc4c(c3)OCCO4)C2)c1 (configuration not stated)	100	8	-2	94	97	95	93	9
CC(C(=O)c1c[nH]c(C(=O)N=CN(C)C)c1)c1ncc(C(F)(F)F)cc1Cl (configuration not stated)	94	-1	-3	85	.	86	84	-3
O=c1c2c(nc3nc(NCc4cccc5ccccc45)[nH]n13)CCC2	93	2	-7	97	.	95	90	-6
COc1ccc(C(=O)Nc2c(-c3ccccc3)nc3ccccn23)c(OC)c1	90	10	-10	100	97	96	92	-1
CCOC(=O)C1=C(C)NC(=O)NC1c1ccc(OC(C)C(=O)O)c(OC)c1 (configuration not stated)	105	0	8	101	106	105	98	3
COC(=O)c1c(C(=O)OC)c(-c2cccc(F)c2)n2c1CS(=O)C2 (configuration not stated)	105	3	9	99	107	79	93	14
Cc1cc2nc(CO)[nH]c2cc1C	106	5	3	103	104	101	94	6

# Screens: PubChem, several laboratories
